Screening results deposited in PubChem BioAssay by National Center for Advancing Translational Sciences (NCATS).
Rhodamine fluor – compound autofluorescence in rhodamine spectral region; Rhodamine-region fluorescence, 547/598 nm, Tris buffer; active compounds read high; max dye-equivalent concentration, M; 0.05% of 59,000 active; in the data active = max dye-equivalent concentration above about 11 nM; inconclusive = between about 1.1 nM and that limit
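Read-out is relative fluorescence at 547 nm excitation and 598 nm emission, expressed as dye-equivalent concentration using rhodamine standards on every plate. Each compound was profiled across a concentration series after 15 min in 100 mM Tris, pH 8.0.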
A350 autofl – compound fluoresces in the Alexa 350 spectral region; Compound autofluorescence, 340/450 nm, Alexa 350 dye-equivalents; active compounds read high; max dye-equivalent concentration, M; 11% of 59,000 active; AID 590; in the data active = max dye-equivalent concentration above about 10 nM; inconclusive = mostly about 1.1 nM to 9.6 nM
Luciferase inh – blocks Photinus pyralis firefly luciferase activity | Potency, µM (top dose mostly 57.1 µM), for inactives: at the highest dose activity change, negative = inhibition, hits mostly inhibitors | 2.2% of 72,000 active | P08659 | purified firefly luciferase, luminescence, 8 min; also: potency is read from the fitted curve at half-maximal effect; % is scaled to controls: 0 for no effect and ±100 for the full control effect; nearly all actives have a fitted effect of over 40% in size
Target sequence (P08659 whole entry, looked up): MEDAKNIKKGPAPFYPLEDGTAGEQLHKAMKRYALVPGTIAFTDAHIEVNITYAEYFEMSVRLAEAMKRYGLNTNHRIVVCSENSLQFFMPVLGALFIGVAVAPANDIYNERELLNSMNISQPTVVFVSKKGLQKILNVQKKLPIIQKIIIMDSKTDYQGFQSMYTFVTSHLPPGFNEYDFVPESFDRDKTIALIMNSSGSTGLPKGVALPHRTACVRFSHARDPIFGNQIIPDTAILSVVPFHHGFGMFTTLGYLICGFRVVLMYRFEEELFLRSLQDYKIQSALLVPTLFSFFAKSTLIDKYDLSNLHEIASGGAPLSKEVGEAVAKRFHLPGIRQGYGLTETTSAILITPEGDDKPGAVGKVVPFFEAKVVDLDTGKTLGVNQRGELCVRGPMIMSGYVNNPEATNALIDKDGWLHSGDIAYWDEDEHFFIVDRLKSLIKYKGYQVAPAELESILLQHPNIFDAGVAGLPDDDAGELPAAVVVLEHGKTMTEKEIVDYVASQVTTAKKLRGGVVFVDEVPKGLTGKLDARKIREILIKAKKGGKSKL
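Substrate buffer containing 10 uM ATP (pH 7.2 imidazole, Mg2+, KCl, detergent, BSA) is dispensed, compound pinned in, then luciferase/luciferin detector mix added. After 8 min at ambient temperature, light output is measured.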
ERK AVP block – blocks ERK signaling stimulated by vasopressin | HEK293-V1b, vasopressin-stimulated pERK AlphaScreen | Potency, µM (titrated, usually from 57.5 µM), inactives show at the highest dose activity, negative = inhibition, most hits filed as inhibitors | 0.99% of 72,000 active | AID 995; also: potency is read from the fitted curve at half-maximal effect; % is scaled to controls: 0 for no effect and ±100 for the full control effect; nearly all actives have a fitted effect of over 55% in size
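HEK293 cells stably expressing V1b receptor, seeded overnight in 1% FBS, were treated with compounds for 30 min at 37C, then stimulated 5 min with 25 nM vasopressin; phospho-ERK read by AlphaScreen SureFire after lysis.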
TexasRed autofl – compound fluoresces in the Texas Red spectral region; 0.06% of 59,000 active; AID 587; Compound fluorescence, Texas Red channel, 547/618 nm; active compounds read high; max dye-equivalent concentration, M; in the data active = max dye-equivalent concentration above about 10 nM; inconclusive = between about 1.1 nM and that limit
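qHTS profiling of intrinsic compound fluorescence; 100 mM Tris pH 8.0; 15 min RT; ex 547 / em 618 nm; response expressed as Texas Red dye-equivalent concentration from six-point plate standard.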
HEK293 cAMP cs – parental HEK293 cAMP activation (counter-screen) | AID 938 | Potency, µM (doses to about 57.1 µM), without a hit: top-dose activation, hits mostly activators | 2.5% of 73,000 active | parental HEK293 CNG cAMP sensor, membrane potential fluorescence; also: potency is read from the fitted curve at half-maximal effect; % of control where 0% means no effect; nearly all actives have a fitted effect of over 55% in size
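Parental HEK 293 cells stably expressing a modified CNG channel (no TSHR) report cAMP rise as membrane depolarization. Membrane potential dye with 100 uM RO 20-1724 was loaded for 60 min at room temperature, then compound added for 30 min; fluorescence read at 590 nm.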
Tau filament bind – binders of human tau filaments | recombinant tau filaments, thioflavin S fluorescence, 15 h; filaments grown with octadecylsulfate alongside compound | P10636 | AID 596 | 2% of 71,000 active | Potency, µM (series often up to 57.1 µM), for inactives: at the top dose activity change, negative = inhibition;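 also: potency is read from the fitted curve at half-maximal effect; % is scaled to controls: 0 for no effect and ±100 for the full control effect; actives lower thioflavin S fluorescence by blocking filaments or displacing dye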
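Assay mix: 1 uM His-tagged tau, 30 uM sodium octadecylsulfate, thioflavine S dye in HEPES/NaCl/DTT buffer. Compound is added prior to the inducer. Fluorescence after 15 h at 37 C.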
Caspase-7 inhib – caspase-7 (human) inhibition, allosteric or competitive; recombinant caspase-7, Ac-DEVD-AFC fluorescence rate; Potency, µM (top dose mostly 57.5 µM), for inactives: at the highest dose activity change, negative = inhibition, hits mostly inhibitors; 0.02% of 75,000 active; active = well fitted inhibition curve with a large enough effect in the main read-out, with a control signal flat, not every such curve was filed as active; inconclusive = small, poorly fitted or top-dose-only effect, or a change in a side signal; also: potency is read from the fitted curve at half-maximal effect; % of control where 0% means no effect
Fluorescein fluor – compound autofluorescence in fluorescein spectral region. AID 593. Compound autofluorescence, 480/540 nm, fluorescein-equivalent; active compounds read high. max fluorescein-equivalent concentration, M. 0.91% of 59,000 active; in the data active = max fluorescein-equivalent concentration above about 10 nM; inconclusive = between about 1.1 nM and that limit
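Fluorescein stocks ranging 3 mM down to 300 nM, plus DMSO blanks, were pinned alongside compounds to build a per-plate standard curve. Buffer: 100 mM Tris, pH 8.0. Incubation 15 min, room temperature; filters 480/540 nm.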
4-MU autofl – 4-MU region autofluorescence | compound autofluorescence, 340/450 nm, 4-MU equivalents; active compounds read high | max dye-equivalent concentration, M | 11% of 59,000 active; in the data active = max dye-equivalent concentration above about 10 nM; inconclusive = mostly about 1.1 nM to 9.6 nM
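Intrinsic fluorescence at 340/450 nm (ex/em) was read after 15 min at room temperature in pH 8.0, 100 mM Tris. Each compound concentration expressed as 4-MU-equivalent concentration from a six-point 4-MU standard series on each plate.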
Caspase-1 inhib – allosteric or competitive inhibitors of human caspase-1; P29466; Caspase-1 enzyme, Ac-WEHD-AFC fluorogenic rate; Potency, µM (series often up to 57.5 µM), for the others: at the highest dose activity change, negative = inhibition, most hits filed as inhibitors; 0.03% of 75,000 active; AID 900;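 also: potency is read from the fitted curve at half-maximal effect; plate controls were vehicle for no effect and no substrate for full effect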
Target sequence (P29466 120-297 limits assumed): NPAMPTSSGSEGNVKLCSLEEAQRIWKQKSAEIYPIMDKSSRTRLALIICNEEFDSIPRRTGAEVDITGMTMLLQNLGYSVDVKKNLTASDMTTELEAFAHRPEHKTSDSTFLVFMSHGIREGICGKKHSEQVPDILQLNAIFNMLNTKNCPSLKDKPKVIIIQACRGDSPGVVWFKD
Target sequence (P29466 317-404 limits assumed): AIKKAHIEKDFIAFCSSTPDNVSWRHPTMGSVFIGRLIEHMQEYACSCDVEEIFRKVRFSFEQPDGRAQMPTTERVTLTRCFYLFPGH
Starred values were filed as active, the others as inactive; i = inactive; ? = inconclusive; . = not tested or not shown; [ ] = remark or other dose. Unless noted, calls follow the shape of the dose curve; as a rule, active = well fitted curve in the direction sought with a large enough effect; inconclusive = small, poorly fitted or top-dose-only effect, or another doubt; inactive = no such curve, though single readings can be large; an effect the other way counts as inactive or inconclusive. The list is partial; count on the stated rates, not on these rows.

SMILES	Rhodamine fluor	A350 autofl	Luciferase inh	ERK AVP block	TexasRed autofl	HEK293 cAMP cs	Tau filament bind	Caspase-7 inhib	Fluorescein fluor	4-MU autofl	Caspase-1 inhib
CCSc1nc(N2CCOCC2)c2ccccc2n1	i	?	1%	-8%	i	20%	-1%	0%	?	?	-1%
O=C(Nc1ccc(N2CCOCC2)cc1)c1ccc2nc(-c3ccco3)c(-c3ccco3)nc2c1	i	i	-1%	?	i	3%	7.9µM*	-6%	i	i	-4%
COC(=O)COc1ccc(S(=O)(=O)NCc2cccnc2)cc1C	i	i	1%	-27%	?	4%	-11%	-1%	?	i	0%
Cc1cc(C)n(-c2nc3ccccc3nc2N2CCN(C(=O)c3ccc(Cl)cc3)CC2)n1	i	2e-08M*	-2%	8%	i	7%	-14%	?	i	2.2e-08M*	?
COc1ccc2cc(C(=O)N3CCCCCC3)sc(=O)c2c1OC	i	?	-2%	-8%	i	5%	-4%	-5%	i	?	-4%
Cn1cnc2c(NC3CCCC3)ncnc21	i	i	-1%	-5%	i	-3%	-3%	1%	i	i	5%
O=C(NC1(C(F)(F)F)C(=O)Nc2c1c(=O)[nH]c(=O)n2Cc1ccco1)C1CC1 (stereo not given)	i	i	1%	10%	i	-2%	2%	0%	i	i	1%
CN(C)Cc1ccccc1-c1cncnc1NC1CC1	i	i	2%[2.29 µM]	-2%	i	-8%	-1%	0%	i	i	0%
C/C(N)=C(/C#N)C(=O)CSc1nnc(SCc2ccc(Cl)cc2)s1	i	i	-6%	?	i	32µM*	19%	-3%	i	i	-3%
COC(=O)C(CCSC)NC(=O)CNC(=O)C1CCCCC1 (stereo not given)	i	i	1%	-9%	?	5%	2%	-2%	i	i	3%
O=C(NCc1ccccn1)[C@H]1C[C@@H]1[C@H](NP(=O)(c1ccccc1)c1ccccc1)c1ccccc1	.	.	.	-6%	.	27%	-4%	-1%	.	.	-9%
Cc1[nH]nc2c1C1(C(=O)N(Cc3ccc(Cl)cc3)c3ccccc31)C(C#N)=C(N)O2 (stereo not given)	i	?	0%	-11%	i	2%	-2%	-3%	i	i	-3%
COC(=O)c1cc(=O)[nH]c(=O)[nH]1	i	i	2%[11.4 µM]	-11%[11.5 µM]	i	-5%[11.4 µM]	-9%[11.4 µM]	1%[11.5 µM]	i	i	3%[11.5 µM]
Cc1ccc(-n2nnc3c(=O)n(CC(=O)N4CCC(C)CC4)cnc32)cc1	i	i	-1%	0%	?	18%	6%	0%	i	i	2%
COc1cc(OC)cc(C(=O)N2CCN(Cc3ccccc3C(F)(F)F)CC2)c1	.	.	1%	-30%	.	8%	8%	-5%	.	.	-5%
CCCCCSc1nc(N2CCOCC2)c2c(c1C#N)CC(C)(C)OC2	i	i	2%[25.5 µM]	.	i	.	.	.	?	i	.
CC1Cc2nc(SCC(N)=O)n(Cc3ccccc3)c(=O)c2S1 (stereo not given)	.	.	2%	.	.	1%	-1%	3%	.	.	-1%
CCN(CC)S(=O)(=O)c1ccc(NCc2ccccc2)nc1	i	i	1%	-2%	?	9%	103%	-3%	i	i	-1%
CC(=O)OCCn1c(Br)nc2c1c(=O)[nH]c(=O)n2C	i	?	-1%	20%	i	11%	-9%	2%	i	?	0%
CCOC(=O)c1cnc(SC2CCc3ccccc3C2=O)nc1N (stereo not given)	i	i	1%	17%	i	13%	-4%	-2%	i	i	-2%
COC(=O)c1ccc(CSc2nc3ccccc3c(=O)n2Cc2ccco2)o1	i	i	-4%	8%	i	7.9µM*	10%	-1%	?	i	1%
CCCn1c(=O)c(C(=O)NCc2ccc(OC)c(OC)c2)c(O)c2ccccc21	i	i	5%	5%	i	11%	4%	-4%	i	i	-1%
O=C(NC1C=CS(=O)(=O)C1)c1sc2ccccc2c1Cl (stereo not given)	i	i	-3%	-15%	i	0%	11%	0%	i	i	0%
CCOC(=O)c1cc2sc(C)cc2n1CC(=O)Nc1ccc2c(c1)OCCO2	i	i	3%	30%	i	?	451%	-2%	i	i	-4%
Nc1nnc(N2CCCCC2)s1	i	i	-2%	-3%	i	4%	-10%	0%	?	i	0%

(cont.)
SMILES	Rhodamine fluor	A350 autofl	Luciferase inh	ERK AVP block	TexasRed autofl	HEK293 cAMP cs	Tau filament bind	Caspase-7 inhib	Fluorescein fluor	4-MU autofl	Caspase-1 inhib
CCOc1ccccc1NC(=O)NC1(C(=O)N2CCOCC2)CCCCC1	i	i	11%	7%	i	6%	-6%	8%	?	i	2%
CN(C)/C=C1\N=C(c2cccs2)OC1=O	i	2.6e-08M*	0%[25.5 µM]	.	i	.	.	.	?	2.1e-08M*	.
COc1ccc(NC(=O)CSc2nnc(-c3cccs3)n2-c2ccccc2)cc1	i	i	5%	?	i	26%	46%	-1%	i	i	0%
CN(C)Cc1cc(O)c(O)c(CN(C)C)c1	i	i	-2%[11.4 µM]	-3%[11.5 µM]	i	13%[11.4 µM]	7%[11.4 µM]	-1%[11.5 µM]	?	i	-2%[11.5 µM]
COc1ccccc1-c1nnc(SCC(=O)NCc2c(C)c(Cl)cc(C(C)C)c2O)o1	i	i	4%	17%	i	1%	61%	-2%	i	i	-3%
COc1cc2c(cc1OC)C(C(=O)N1CCN(c3ccccn3)CC1)C(c1cccs1)N(C)C2=O (stereo not given)	i	i	2%	-23%	i	16%	-10%	-1%	i	i	0%
CCOC(=O)CCCCC(=O)c1[nH]c(=O)[nH]c1CSc1nc(C)cc(C)n1	.	.	-1%	-16%	.	2%[11.4 µM]	5%[11.4 µM]	1%	.	.	-1%
CCCn1c(CN2CCCCC2C)nc2c1c(=O)n(C)c(=O)n2C (stereo not given)	.	.	2%	.	.	21%	32%	3%	.	.	-2%
Cc1ccco1	.	.	.	-22%	.	-7%	10%	-2%	.	.	-1%
COc1ccc(N2C(=O)C3CC(C)=C(C)CC3C2=O)c(OC)c1 (stereo not given)	i	i	0%	-4%	i	2%	4%	1%	?	i	1%
CN1C(=O)CS(=O)c2ccc(C(=O)NCCC3=CCCCC3)cc21 (stereo not given)	.	.	-4%	-12%	.	2%	7%	-1%	.	.	-5%
CCn1cnc2c1c(=O)n(CC(=O)Nc1cc(C)on1)c(=O)n2Cc1ccccc1	i	i	-3%	20%	i	7%	2%	0%	i	i	-4%
Cc1ccc2c(c1)nc(NCCO)n2C	i	2.4e-08M*	-4%	17%	i	2%	13%	1%	i	3e-08M*	-1%
COc1cccc(-c2nnc3sc(-c4cccs4)nn23)c1	i	i	-1%[25.5 µM]	.	i	.	.	.	i	i	.
O=C1CC(c2ccc(F)cc2)CC(O)=C1C=NCCN1CCN(C(=O)Nc2ccccc2)CC1 (stereo not given)	i	i	-3%	-11%	?	11%	4%	1%	i	i	-1%
CCNC(=O)N1CCNC(=O)C1CC(=O)Nc1ccc(C(=O)OCC)cc1 (stereo not given)	i	i	-26%	-7%	i	5%	8%	0%	i	i	-1%
S=c1[nH]nc(-c2ccncc2)n1CC1CCCO1 (stereo not given)	i	i	1%	23%	?	6%	-5%	0%	i	i	1%
COc1ccccc1N1CCN(Cc2ccco2)CC1	i	i	-18%	-15%	i	?	-20%	2%	?	i	0%
CCCCOc1ccc(CSc2nncn2N)cc1	i	i	-8%	-17%	i	5%	4%	-1%	i	i	0%
Cc1[nH]c2ccccc2c1CCC(N)=O	.	.	0%	-9%	.	-4%[11.4 µM]	14%[11.4 µM]	1%	.	.	0%
CCOC(=O)/C=C/S(=O)(=O)c1ccc(NC(C)=O)cc1	.	.	-8%	?	.	-6%	-8%	0%	.	.	0%
Cc1ccc(S(=O)(=O)N(C)CCCC(=O)N2CCOCC2)cc1	.	.	3%	9%	.	9%	-6%	0%	.	.	0%
CCCn1c(-c2ccc(F)cc2)nc2c(NCCN(C(C)C)C(C)C)nc(C)nc21	.	.	.	-18%	.	13µM*	72%	-1%	.	.	1%
OC1CNCc2cc3c(cc21)OCCO3 (stereo not given)	i	?	0%	-12%	i	1%	-9%	1%	i	?	0%
CC(C)=CCC/C(C)=C/CO/N=C1/C[C@@H](O)[C@@H](O)[C@@H]2[C@@H]3C(=O)N(Cc4ccccc4)C(=O)[C@H]3CC[C@H]12	.	.	0%[11.4 µM]	13%[11.5 µM]	.	-6%[11.4 µM]	.	2%[11.5 µM]	.	.	-1%[11.5 µM]
COc1ccc(CCNC(=O)c2cc(-c3ccccc3O)n[nH]2)cc1OC	i	i	0%	?	i	1%	60%	-1%	i	i	0%
CCOC(=O)Cc1[nH]nc2c1C(c1cccc(OC)c1OC)C(C#N)=C(N)O2 (stereo not given)	i	i	2%	-14%	i	19%	-8%	0%	i	i	2%

Some of these compounds in order of SMILES length, rising:
SMILES	Rhodamine fluor	A350 autofl	Luciferase inh	ERK AVP block	TexasRed autofl	HEK293 cAMP cs	Tau filament bind	Caspase-7 inhib	Fluorescein fluor	4-MU autofl	Caspase-1 inhib
COC(=O)c1cc(=O)[nH]c(=O)[nH]1	i	i	2%[11.4 µM]	-11%[11.5 µM]	i	-5%[11.4 µM]	-9%[11.4 µM]	1%[11.5 µM]	i	i	3%[11.5 µM]
CCOC(=O)c1cnc(SC2CCc3ccccc3C2=O)nc1N (stereo not given)	i	i	1%	17%	i	13%	-4%	-2%	i	i	-2%
CCCCCSc1nc(N2CCOCC2)c2c(c1C#N)CC(C)(C)OC2	i	i	2%[25.5 µM]	.	i	.	.	.	?	i	.
